Autophagy HCS: modulators of autophagy | MEF GFP-LC3 puncta imaging; test concentration mostly 10 µM | calls only at 10 µM (by protocol) | 190,000 compounds, 0.98% hits;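 active means percentage of spot-positive cells more than 3 SD above its plate mean, without a fluorescence outlier flag or 80% toxicity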;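 further: spot-positive cell cutoff set from DMSO-treated cells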
M17LAP inhibition: P. falciparum M17LAP inhibitors, primary screen, biochemical, fluorogenic H-Leu-NHMec substrate, 1536-well (AID 1619) | recombinant M17LAP, H-Leu-NHMec fluorogenic kinetic assay; higher % means a stronger effect | 220,000 compounds, 0.38% hits | inhibition, % at 30 µM; hits with a dose series show IC50 in µM;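 active means compound inhibiting the enzyme by more than half at any dose during confirmatory dose-response retesting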;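 further: plate controls were full reaction with DMSO carrier for no effect and no enzyme background for full effect; strong numbers were not always called active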
WT yeast gro inh: growth inhibition of WT yeast, mitochondrial fusion screen | 190,000 compounds, 2.1% hits | inhibition, % at 10 µM | mitochondrial fusion phenotypic screen, WT strain; in the data active means inhibition above about 58%; tested in S. cerevisiae
b-catenin transl: modulators of beta-catenin nuclear translocation | HeLa beta-catenin nuclear translocation, immunofluorescence imaging | nuclear translocation activity, % at 5 µM | 190,000 compounds, 0.3% hits;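 active means nuclear translocation activity above 50% at 5 µM, with a well cell count of 50 or more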;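 further: per-cell ratio of nuclear to cytoplasmic median beta-catenin stain intensity; plate controls were DMSO negative control for no effect and GSK-3 inhibitor IX positive control for full effect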
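Assay system: human HeLa cells, native beta-catenin; doses: 5 µM primary, 0.02–20 µM confirmation; incubation: compound treatment 24 h, 37°C, 5% CO2; technique: fluorescence imaging of beta-catenin antibody stain plus DAPI; measure: % activation, nuclear-to-cytoplasmic median beta-catenin signal ratio per cell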
Dynein transport: blocks dynein driven cargo transport along microtubules; AID 1381; z-score, hits read low; 3617.4 mouse cells, GR-EGFP nuclear translocation imaging; test concentration mostly 20 µM; stimulated with dexamethasone, 1 µM; active compounds read low; 220,000 compounds, 0.47% hits;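 active means plate z-score of nuclear minus cytoplasmic receptor signal below a set negative limit, without overly bright fluorescence or cell loss, cut at about -3.5 in these data, passing the limit was not always enough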;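 further: z-score of nuclear minus cytoplasmic ring GR-EGFP intensity difference per well; some compounds called inactive have numbers as strong as hits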
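Also added – dexamethasone, 1.0 µM final · Buffer or medium – tet-free, stripped-serum medium · Schedule – induction 48 h, compound 1 h, agonist 30 min · Detection – formaldehyde fixation, Hoechst nuclear stain, 10x automated fluorescence imaging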
Yfh1-off respiration: mitochondrial function rescue without frataxin homolog – Friedreich's ataxia, plus single-dose screen, dose response (AID 1465); 220,000 compounds, 0.074% hits; S. cerevisiae Yfh1-off respiration, WST-1 reduction, 72 h; higher fold induction means a stronger effect; fold induction at 50 µM, or EC50 in µM where a hit was titrated;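 active means fold induction of absorbance versus untreated yeast above a set limit, then at least 30% activation at any dose in follow-up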;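 further: activators that raise dye reduction in frataxin-depleted yeast; strong numbers were not always called active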
T cell modulator: T cell immune modulators affecting CD8 T cell-vesicle binding; calls only at 7 µM; 330,000 compounds, 0.068% hits; 2C CD8+ T cell-vesicle binding, flow cytometry; active compounds read low;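 active means response, share of CD8 T cells binding vesicles, and their 90th percentile fluorescence all below set limits, cut at about 80% in these data, passing the limit was not always enough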
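Incubation: binding step 1.5 h, 37 °C, antibody labelling 20 min, ice; system: murine 2C transgenic CD8+ T lymphocytes; technique: cytometric PE anti-B7-1 and Alexa647 anti-CD8 signals after 1% paraformaldehyde fixation; also added: QL9-charged Drosophila Ld/ICAM-1/B7-1 vesicles; control set: naked versus QL9-loaded vesicles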
M1AAP inhibition: malaria alanyl aminopeptidase activity blockers – biochemical, fluorogenic H-Leu-NHMec substrate, 1536-well (AID 1445); recombinant M1AAP, H-Leu-NHMec fluorogenic kinetic assay; higher % means a stronger effect; inhibition, % at 30 µM, or IC50 in µM where a hit was titrated; 220,000 compounds, 0.42% hits;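 active means primary inhibition above the hit cutoff, then over 50% inhibition at one or more dose response concentrations, cut at about 23% in these data, passing the limit was not always enough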;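 further: plate controls were DMSO full reaction for no effect and no enzyme background for full effect; strong numbers were not always called active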
MT stabilize HCS: microtubule stabilizers in HeLa cells; HeLa tubulin immunostaining HCS, 24 h; share of cells brighter than vehicle mean+2SD; % tubulin-high responders, % at 10 µM; 200,000 compounds, 0.83% hits;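 active means plate Z-score above 3 for both tubulin-high and condensed-nucleus cell shares, with cell loss under 80%, at 10 µM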;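 further: anti alpha tubulin signal scored within the nucleus-defined area of each cell; some results filed as inactive read as strong as hits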
WT yeast gro inh mutant strain: also measured in WT yeast gro inh; calls as there; inhibition, %; mitochondrial fusion phenotypic screen, mutant strain inhibition
Dynein transport cytoplasmic EGFP: recorded beside Dynein transport, whose call it bears; z-score; measured here: cytoplasmic GR-EGFP intensity; active compounds read high
Dynein transport nuclear GR-EGFP: second read-out of Dynein transport, no call of its own (marks repeat the call); z-score; measured here: nuclear GR-EGFP intensity;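 lower value marks the stronger effect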
Dynein transport cell count: also measured in Dynein transport; calls as there; z-score; measured here: cell count per field
b-catenin transl cell count 5 µM: also measured in b-catenin transl; calls as there; cell count; measured here: cell count, cytotoxicity flag
T cell modulator vesicle-bound %: recorded beside T cell modulator, whose call it bears; double positive events, %; measured here: CD8+ vesicle-bound cell fraction;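 binding gate set so that unloaded-vesicle control wells show 10% double positive cells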
MT stabilize HCS Hoechst-high %: further read-out of MT stabilize HCS, marked with its call; % Hoechst-high responders; measured here: nuclear condensation Hoechst responders;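 share of cells brighter than vehicle mean plus two SD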
MT stabilize HCS cytotoxicity %: second read-out of MT stabilize HCS, no call of its own (marks repeat the call); toxicity, %; measured here: cytotoxicity by cell density;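 0% = mean cell density of plate MIN control wells and 100% = no cells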
Autophagy HCS cell loss 18 h: further read-out of Autophagy HCS, marked with its call; toxicity, %; measured here: cell loss, nuclei count;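 cell loss after 18 h compound exposure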
Numbers without * were called inactive; i = inactive; . = no result given; + = active, no number.

The opening 2 records (preview)
SMILES	Autophagy HCS	Autophagy HCS cell loss 18 h	M17LAP inhibition	WT yeast gro inh	WT yeast gro inh mutant strain	b-catenin transl	b-catenin transl cell count 5 µM	Dynein transport	Dynein transport cytoplasmic EGFP	Dynein transport nuclear GR-EGFP	Dynein transport cell count	Yfh1-off respiration	T cell modulator	T cell modulator vesicle-bound %	M1AAP inhibition	MT stabilize HCS	MT stabilize HCS Hoechst-high %	MT stabilize HCS cytotoxicity %
CN(C)c1nc(Oc2ccc(N)cc2)nc(N(C)C)n1	i	5	1%	4	8	1.9	955	-0.34	-0.19	0.033	1.1	i	i	58	-1%	2.2	2.0	5.1
Cc1cc(C)c(NS(=O)(=O)c2cccc3cccnc23)c(C)c1	i	-33	-1%	-10	-9	-0.6	1089	0.98	-0.24	0.64	-1.1	i	i	55	3%	1.5	1.0	1.8

This part in full, repeating the preview:
SMILES	Autophagy HCS	Autophagy HCS cell loss 18 h	M17LAP inhibition	WT yeast gro inh	WT yeast gro inh mutant strain	b-catenin transl	b-catenin transl cell count 5 µM	Dynein transport	Dynein transport cytoplasmic EGFP	Dynein transport nuclear GR-EGFP	Dynein transport cell count	Yfh1-off respiration	T cell modulator	T cell modulator vesicle-bound %	M1AAP inhibition	MT stabilize HCS	MT stabilize HCS Hoechst-high %	MT stabilize HCS cytotoxicity %
CN(C)c1nc(Oc2ccc(N)cc2)nc(N(C)C)n1	i	5	1%	4	8	1.9	955	-0.34	-0.19	0.033	1.1	i	i	58	-1%	2.2	2.0	5.1
Cc1cc(C)c(NS(=O)(=O)c2cccc3cccnc23)c(C)c1	i	-33	-1%	-10	-9	-0.6	1089	0.98	-0.24	0.64	-1.1	i	i	55	3%	1.5	1.0	1.8
Cc1cc(NC(=O)CCC(=O)N(Cc2ccco2)C(C)(C)C(=O)NC2CCCCC2)no1	i	-13	17%	6	-4	1.7	1192	-0.0085	-0.2	-0.14	0.98	i	i	18	-1%	3.2	1.7	0.4
CCCn1cnc2cc(NCc3cccs3)ccc21	.	.	5%	.	.	-0.2	1341	0.027	-0.12	0.42	0.021	i	i	28	5%	.	.	.
COCCCNC(=O)C(=O)N/N=C/c1ccc(OCC(=O)Nc2cccc(Cl)c2C)c(OC)c1	i	16	2%	9	9	-1.7	1326	1.4	-0.23	1.4	-0.66	i	i	59	-17%	3.1	1.5	10
Cc1ccccc1NC(=O)CSc1nc(N)c(C#N)cc1C#N	i	-6	-2%	-2	-2	.	.	3.1	-0.034	2	-1.5	i	i	12	4%	1.9	1.3	12
Cc1cc(C)n2nc(S(=O)(=O)N(CC(C)C)CC(C)C)nc2n1	i	-12	-7%	-2	-13	-0.2	1093	-1.4	-0.18	-0.55	0.12	i	i	57	0%	2.9	2.6	8.7
Cc1cc(NS(=O)(=O)c2ccc(NC(=S)NC(=O)c3cccc(S(=O)(=O)N(C)C)c3)cc2)no1	i	-17	29%	-10	-5	-1.5	1101	-0.044	-0.38	-0.53	1	i	i	11	9%	3.4	2.6	3.0
Cc1ccc(C)n1Cc1ccccc1Cl	i	-18	1%	-1	5	1.4	1071	-0.73	0.89	-0.089	0.86	i	i	6	2%	4.1	3.3	4.3
COc1ccc2sc3ccccc3c(=O)c2c1	i	-17	-2%	-14	0	4.0	1026	0.14	0.068	0.61	0.39	i	i	9	0%	1.5	2.6	9.7
CC(C)(C)C(=O)/C=C(\N)c1ccncc1	i	-29	8%	-1	-4	-5.0	1028	-0.12	-0.23	-0.1	0.5	i	i	18	6%	1.8	2.0	7.2
CCc1ccccc1N(CC(=O)N1CCN(c2ccc(F)cc2)CC1)S(C)(=O)=O	i	13	9%	14	23	-2.9	989	-0.17	-0.37	0.084	-0.013	i	i	11	0%	3.6	2.3	13
COc1ccc(NCC(O)Cn2c(C)c(C)c3ccccc32)cc1 (stereo unspecified)	i	8	6%	17	-1	36	629	3	0.35	2.7	-2.2	i	i	40	5%	8.6	18	15
COc1ccc(CN2CC(C(=O)NCCC(C)C)CC2=O)cc1 (stereo unspecified)	i	17	-5%	-8	-1	0.5	1056	-0.14	-0.26	-0.069	0.22	i	i	25	2%	1.3	2.0	4.6
COc1ccccc1NS(=O)(=O)c1cc(NC(=O)c2cccs2)ccc1N1CCCC1	i	-1	-7%	17	5	0.3	928	-1.1	-0.28	-0.72	0.54	i	i	6	4%	8.3	1.4	4.4
O=C(c1ccc(Cl)cc1)N1CCc2c([nH]c3ccccc23)C1C(F)(F)F (stereo unspecified)	.	.	-6%	.	.	0.7	1014	2.6	-0.2	1.2	-1.8	i	i	30	-1%	.	.	.
Cc1nn(CC2CC2)c(=O)n1-c1ccccc1F	i	1	3%	-3	9	-0.3	1140	-0.68	-0.26	-0.35	-0.0093	i	i	42	3%	5.2	1.7	2.0
Cc1nc(CNC(=O)c2ccccc2OC2CCN(S(C)(=O)=O)CC2)cs1	i	12	13%	-11	-2	-0.9	1017	0.19	-0.24	0.15	0.68	i	i	48	-4%	3.6	1.8	13
Cc1cc(C(F)(F)F)nc(SCC(=O)NC2CC3CCC2C3)n1 (stereo unspecified)	i	-1	4%	7	13	.	.	-0.17	-0.24	-0.28	-0.34	i	i	18	7%	3.9	2.3	1.8
N#Cc1ccc(COC(=O)c2ccccn2)cc1	i	5	-6%	-7	5	2.2	992	-0.95	-0.28	-0.16	0.98	i	i	26	0%	5.5	3.5	5.0
COc1ccccc1NC(=S)NCCc1c[nH]c2ccccc12	i	25	2%	9	7	0.1	1471	0.4	-0.1	0.031	0.087	i	i	58	4%	0.4	1.3	10
COC(=O)CN1C(=O)COc2ccc(Cl)cc21	i	11	-6%	7	0	2.7	507	-0.91	-0.22	0.2	-0.45	i	i	66	0%	2.1	1.4	4.6
COC(=O)c1ccc(C(=O)OC)c(NC(=O)CSc2ccccn2)c1	i	-1	0%	-5	23	-14	1188	-0.29	-0.15	-0.26	0.61	i	i	20	2%	1.5	1.1	6.7
O=[N+]([O-])c1ccc(CSc2nnc(Cc3ccccc3)n2-c2ccc(F)cc2)cc1	+	-3.0*	6%	38	1	-0.1	987	-0.28	-0.27	-0.4	0.037	i	i	49	8%	1.2	2.9	5.1
COC(CNC(=O)C(C)n1nc(C)c2ccccc21)OC (stereo unspecified)	i	3	-13%	-13	12	-1.1	1075	-0.35	-0.33	-0.22	0.59	i	i	45	0%	3.0	2.9	5.0
Cc1cc(C(=O)N/N=C/c2cccc([N+](=O)[O-])c2)c(C)n1-c1ccccc1	i	5	4%	7	15	-5.7	511	-0.41	-0.19	-0.15	0.53	i	i	43	6%	3.5	5.1	6.0
CCOC(=O)Cc1ccc(NC(=O)c2ccc([N+](=O)[O-])cc2)cc1	i	14	2%	.	.	-4.6	1086	0.44	-0.34	0.93	-0.47	i	i	48	10%	5.3	2.5	16
C(=N\n1cnnc1)/c1ccc(OC2CSC2)cc1	i	-2	4%	38	21	0.3	721	0.37	0.19	0.59	-0.92	i	i	64	-8%	7.8	1.6	4.7
COC(=O)N/N=C/c1c[nH]c2ccccc12	i	-8	14%	-11	-16	-4.4	575	-0.11	-0.24	0.081	1.2	i	i	25	14%	3.8	1.9	7.6
Cc1cc(C)cc(C(=O)NCC(=O)OC(C)C(=O)N(C)c2ccccc2)c1 (stereo unspecified)	i	7	11%	-7	4	-0.6	1071	0.17	-0.35	0.14	-0.41	i	i	52	11%	4.1	2.0	10
CC(=O)Nc1sc2c(c1C(c1ccccn1)N1CCN(C)CC1)CCCC2 (stereo unspecified)	i	-12	1%	1	18	-1.0	1135	-0.66	-0.38	-0.17	1.9	i	i	41	7%	3.1	1.8	9.6
COc1nccnc1NS(=O)(=O)c1ccc(NC(=S)NC(=O)c2ccccc2)cc1	i	17	37%	13	15	-1.4	1078	-0.28	-0.24	0.22	-0.01	i	i	49	2%	6.3	4.0	4.9
O=C(NCCc1ccccc1)c1ccc(CS(=O)(=O)c2ccc(Cl)cc2)o1	i	6	5%	11	-1	-1.8	1010	0.57	-0.23	1.2	-1.5	i	i	16	-2%	2.8	1.6	0.4
Cc1cc2c(C)nc(N/N=C/c3ccc([N+](=O)[O-])cc3)nc2o1	i	13	3%	8	1	0.6	1112	1.1	-0.17	0.69	-0.55	i	i	47	3%	4.8	1.8	8.4
CC(=O)C1C(c2ccccc2OC(F)F)NC(=O)NC1(O)C(F)(F)F (stereo unspecified)	i	-3	15%	-5	-1	-1.3	1385	0.78	-0.28	0.96	-0.88	.	i	52	0%	4.1	2.8	8.1
FCCCOc1ccc(/C=N/OCc2ccc(Cl)cc2)cc1	i	9	29%	15	6	0.6	1355	-0.18	-0.19	-0.21	-0.31	i	i	44	2%	1.4	1.5	0.1
COC(=O)CC1SCCNC1=O (stereo unspecified)	i	-3	20%	2	-1	.	.	0.068	-0.12	-0.71	-0.48	i	i	37	1%	3.0	2.6	4.3
CCOc1ccc(NC(=S)N2CCc3cc(OC)c(OC)cc3C2COc2ccc3c(C)cc(=O)oc3c2)cc1 (stereo unspecified)	i	13	-8%	-7	-17	1.1	1014	-0.26	0.037	-0.17	-1.5	i	i	3	4%	4.0	1.8	7.5
c1ccc(-n2ncc3c(NCc4ccc5c(c4)OCO5)ncnc32)cc1	i	-1	13%	4	-22	-0.6	1114	0.0046	-0.22	-0.015	0.88	i	i	6	-4%	2.8	2.5	2.7
